Rac1 GTP hydrolysis: MgcRacGAP GTPase-activating activity inhibitors, confirmation, biochemical, ADP Hunter fluorescence; MgcRacGAP-stimulated Rac1 GTP hydrolysis, ADP Hunter fluorescence; higher % means a stronger effect; GST-tagged Rac1 F28L mutant substrate; inhibition, % at 30 µM, or IC50 in µM where a hit was titrated; 0.6% of 340,000 active; AID 624330, 2012;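 active = first-screen hits whose inhibition reached a set limit at any dose in the follow-up dose series; inconclusive = inhibition above the set first-screen limit but never retested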;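 also: fluorescence reports GDP produced by GAP-driven GTP hydrolysis; strong numbers were not always called active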
LYP phosphatase: inhibitors of LYP phosphatase, biochemical, fluorescence intensity, uHTS (AID 1779) | one-dose inhibition, % at 11.5 µM; IC50 in µM for titrated hits | Tyrosine-protein phosphatase non-receptor type 22 (Homo sapiens) | 0.054% of 290,000 active | recombinant LYP phosphatase, fluorescence intensity; higher % means a stronger effect; in the data active = inhibition above about 50%;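 also: plate controls were vehicle with enzyme for no effect and no enzyme for full effect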
GPR55 antagonists: GPR55 antagonists blocking LPI-driven arrestin recruitment, primary screen, imaging, U2OS, beta-arrestin-GFP, LPI agonist (AID 2013); G-protein coupled receptor 55 (Homo sapiens); U2OS GPR55 beta-arrestin-GFP translocation imaging, LPI antagonism; higher % means a stronger effect; one-dose inhibition, % at 10 µM; IC50 in µM for titrated hits; 0.13% of 290,000 active;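 active = spots per cell inhibited over 60%, with over 100 cells counted and total cytoplasm intensity under 500,000; inconclusive = wells with under 100 cells, flagged as likely toxic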;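 also: U2OS cells stably carrying GPR55 and arrestin-GFP stimulated by 5 µM LPI near EC80; imaged beta-arrestin-GFP aggregate spots per cell after agonist stimulation; plate controls were LPI-stimulated DMSO wells for no effect and DMSO wells without LPI for full effect; some results filed as inactive read as strong as hits; confirmed hits need IC50 under 10 µM and bright autofluorescent wells are also inconclusive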
PhoP inhibition: inhibitors of PhoP regulon expression, primary screen, Salmonella Typhimurium, GFP reporter (AID 1863); S. Typhimurium PhoP-regulated promoter GFP reporter, 4 h; higher % means a stronger effect; one-dose inhibition, % at 50 µM; IC50 in µM for titrated hits; 0.16% of 300,000 active;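 active = inhibition over 29.93%, a cutoff 3 SD above the screen mean, later confirmed by dose response; inconclusive = inhibition over 29.93% but no dose response follow-up; inactive = inhibition at most 29.93% or unconfirmed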;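 also: 0% = low Mg2+ inducing control and 100% = high Mg2+ repressing control; strong numbers were not always called active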
HIV fusion peptide: inhibitors of HIV fusion peptide binding, primary screen, biochemical, uHTS, fluorescence dequenching (AID 1986); cell-free peptide binding, fluorescence dequenching, 30 min; higher % means a stronger effect; inhibition, % at 20 µM; hits with a dose series show IC50 in µM; 0.3% of 290,000 active; in the data active = inhibition mostly above about 52%, no sharp cut-off; inactive = mostly below about 76%; also: some results filed as inactive read as strong as hits
GPR35 antagonists: GPR35 antagonists blocking zaprinast-driven arrestin recruitment, primary screen, imaging, U2OS, beta-arrestin-GFP, zaprinast agonist (AID 2058) | G-protein coupled receptor 35 (Homo sapiens) | U2OS GPR35 beta-arrestin-GFP translocation imaging, zaprinast antagonism; higher % means a stronger effect | inhibition, % at 10 µM; hits with a dose series show IC50 in µM | 0.052% of 290,000 active;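 active = inhibition of at least 50% with at least 30 cells and total cytoplasm GFP at most 10,000,000; inconclusive = under 30 cells or total GFP of 10,000,000 plus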
SIAH1 antagonists: Siah-1 peptide-binding antagonists, primary screen, biochemical, fluorescence polarization, rhodamine-plectin, uHTS (AID 1817) | Siah-1 / rhodamine-plectin peptide fluorescence polarization; higher % means a stronger effect | E3 ubiquitin-protein ligase SIAH1 (Homo sapiens) | displacement, % at 20 µM, or IC50 in µM where a hit was titrated | 0.02% of 290,000 active;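 active = displacement of at least 50% at 20 µM, with a fluorescence ratio check between 0.3 and a set limit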;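 also: plate controls were Siah plus tracer with DMSO for no effect and tracer alone without Siah for full effect; strong numbers were not always called active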
NTR1 ag: agonists of NTR1, primary screen, imaging, U2OS cells, beta-arrestin-GFP, high content (AID 493036). Neurotensin receptor type 1 (Homo sapiens), P30989. NTR1-U2OS beta-arrestin-GFP spot imaging, agonist mode. activation, % at 20 µM. 0.17% of 330,000 active;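 active = activation at or above 40% of the spot to cytoplasm intensity ratio, with at least 20 cells analyzed; inconclusive = wells under 20 cells, flagged as cytotoxic or low count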;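 also: 0% = DMSO without peptide and 100% = 100 nM NTR1 peptide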
Target sequence (P30989 whole entry, looked up): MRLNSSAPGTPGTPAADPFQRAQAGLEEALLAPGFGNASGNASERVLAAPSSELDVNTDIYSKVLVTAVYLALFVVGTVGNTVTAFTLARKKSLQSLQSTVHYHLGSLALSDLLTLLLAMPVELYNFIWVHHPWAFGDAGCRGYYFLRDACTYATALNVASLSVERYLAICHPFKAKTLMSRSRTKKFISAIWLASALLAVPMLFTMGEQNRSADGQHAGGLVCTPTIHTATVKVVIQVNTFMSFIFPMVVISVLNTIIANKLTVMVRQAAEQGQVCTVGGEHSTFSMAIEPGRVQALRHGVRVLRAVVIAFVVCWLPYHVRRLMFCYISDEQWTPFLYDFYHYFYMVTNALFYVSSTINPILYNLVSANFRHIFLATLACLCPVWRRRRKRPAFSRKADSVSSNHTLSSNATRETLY
Myeloid diff 2: induction of myeloid progenitor differentiation, primary screen, cell-based, flow cytometry, MLPCN library | ER-HoxA9 myeloid progenitors, lysozyme-GFP differentiation | calls only at 10 µM | 1% of 360,000 active;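 active = normalized GFP-positive differentiation at or above the plate's own cutoff, the solvent-only control mean plus 3 SD; inconclusive = no clear call, values can overlap the other calls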;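 also: cells exposed to compound for four days before flow analysis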
NTR1 ag cell count 20 µM: also measured in NTR1 ag; calls as there; cell count; measured here: cell count, cytotoxicity flag
Myeloid diff 2 GFP+ MAC1+ %: second read-out of Myeloid diff 2, no call of its own (marks repeat the call); GFP+ MAC1+ double positive, %; measured here: differentiation confirmed by MAC1 staining
Active calls of the source: *; i = inactive; ? = inconclusive; · = no result given.

SMILES	Rac1 GTP hydrolysis	LYP phosphatase	GPR55 antagonists	PhoP inhibition	HIV fusion peptide	GPR35 antagonists	SIAH1 antagonists	NTR1 ag	NTR1 ag cell count 20 µM	Myeloid diff 2	Myeloid diff 2 GFP+ MAC1+ %
CC(=O)Nc1ccc(NS(=O)(=O)c2ccc(-c3csc(C)n3)s2)cc1	·	1.7%	-10.5%	2.0%	-0.9%	1.8%	-3.3%	0.1	62	i	0.3
CC1=C(C(=O)NC(C)c2ccccc2)C2(CCC(C)CC2)OC1=O (configuration not stated)	2.5%	-8.2%	5.7%	-6.1%	0.9%	-0.5%	11.3%	-0.5	61	i	0.4
O=C(/C=C/c1cccc([N+](=O)[O-])c1)NC(=S)Nc1ccccc1C(=O)O	·	-2.6%	4.2%	6.2%	9.7%	-11.2%	22.1%	·	·	·	·
O=C(Nc1ccc(Oc2c(F)c(F)c(F)c(F)c2F)cc1)OC1CCN2Cc3ccccc3N=C12 (configuration not stated)	-4.2%	4.1%	2.4%	·	1.2%	-8.2%	-1.0%	40.5*	59*	i	0.5
COc1cccc(N(C(=O)c2snc(C(N)=O)c2N)C(C(=O)NCc2ccccc2)c2ccc(O)cc2)c1 (configuration not stated)	9.6%	-9.1%	54.8%	9.8%	1.6%	-8.5%	3.5%	2.1	46	i	0.4
CNC(=O)c1sc(Nc2ccc(OCc3ccccc3)cc2)nc1C	10.3%	-6.7%	-9.1%	1.2%	-1.4%	8.9%	-2.3%	0.8	39	·	·
Cc1ccc(C)c2[nH]c(=O)c(C(c3nnnn3CCc3ccccc3)N3CCOCC3)cc12 (configuration not stated)	-1.1%	-7.5%	-1.7%	-13.1%	0.1%	9.9%	-3.4%	0.8	58	i	1.9
CCN1CCN(c2nc(C)nc3c2sc(=S)n3C)CC1	29.6%	14.9%	-6.5%	8.8%	-2.7%	-21.5%	6.5%	3.9	56	i	2.1
Cc1ccccc1/C=c1\s/c(=C\C(=O)C(C)(C)C)[nH]c1=O	1.7%	-4.0%	2.8%	-0.9%	-0.3%	20.8%	-6.0%	3.9	51	i	0.8
Cc1ccc(NC(=O)CCN2C(=O)c3ccccc3C2=O)c(C)c1	6.7%	-7.9%	10.4%	0.9%	-1.1%	-6.4%	-5.1%	0.2	49	i	0.9
O=C(Nc1ccc2c(c1)OCO2)C1CC(=O)N(c2ccc3c(c2)OCCO3)C1 (configuration not stated)	9.3%	-2.4%	6.5%	-7.2%	-1.3%	-17.1%	24.7%	0.3	35	i	0.3
Cc1nnc2n(c1=O)C(CS(=O)(=O)c1ccccc1)CS2 (configuration not stated)	4.0%	-10.8%	6.2%	-2.9%	-0.7%	-4.7%	-0.7%	1.2	73	i	1.3
CCN1CCN(C(=O)N[C@@H](C(=O)N[C@@H]2C(=O)N3[C@@H]2SC(C)(C)[C@@H]3C(=O)O)c2ccccc2)C(=O)C1=O	·	-5.5%	6.2%	-1.5%	4.2%	-2.4%	3.2%	0.9	50	·	·
COc1ccc(CCC(=O)NCCS(=O)(=O)N2CCN(c3ccccc3OC)CC2)cc1	7.6%	-12.5%	1.7%	1.2%	-1.0%	6.7%	-3.9%	0.8	42	i	4.3
CC(=O)Nc1ccc(S(=O)(=O)N2CCC(c3nc4c(nnn4Cc4ccccc4Cl)c(=O)[nH]3)CC2)cc1	4.0%	-8.6%	-2.5%	-5.1%	2.2%	-11.8%	0.4%	0.0	61	i	1.9
CCOC(=O)N1CCN(C2CCCN(C(=O)c3ccccc3SC)C2)CC1 (configuration not stated)	-0.3%	-9.6%	5.7%	3.6%	0.7%	7.4%	27.8%	0.1	67	i	0.0
CCCCc1c(O)c2ccccc2n(CCCC)c1=O	9.9%	-3.4%	18.1%	13.1%	-0.8%	6.5%	6.6%	3.4	72	i	0.3
O=[N+]([O-])c1ccc(Oc2ccc(OCc3ccccc3)cc2)nc1	5.7%	-1.5%	0.8%	-1.9%	-1.3%	-3.6%	0.7%	0.8	98	i	0.2
COC(=O)c1c(C(=O)OC)c(-c2ccc(OC)cc2)n2c1CCC2	7.3%	-4.8%	5.6%	5.5%	1.9%	0.7%	-1.5%	-1.2	104	i	0.1
CC(=O)c1cccc(NS(=O)(=O)c2ccc(C(=O)Nc3ccccc3)cc2)c1	5.1%	-7.5%	-4.0%	0.2%	-0.4%	-8.2%	-2.5%	0.6	49	i	0.9
OCCC1CN(Cc2ccc3nsnc3c2)CCN1CCc1ccccc1 (configuration not stated)	3.8%	-4.6%	7.0%	-0.5%	-2.1%	-0.5%	11.5%	-1.6	74	i	0.3
C/C(=N/NC(=O)c1cccs1)c1cccc(NC(=O)C2CC2)c1	9.1%	-3.4%	2.2%	3.9%	-1.7%	-5.5%	-0.3%	-0.5	66	i	0.7
O=C(NC1CC1)c1cccc(Br)c1	-5.0%	0.1%	-2.2%	-2.4%	0.5%	6.2%	-0.2%	3.9	43	i	0.5
COc1ccc(CCn2c(=O)[nH]c3cc(C(=O)N4CCN(c5ccccc5)CC4)ccc3c2=O)cc1OC	9.3%	-3.5%	8.1%	-6.8%	-0.7%	-1.1%	25.9%	1.9	69	i	1.1
COc1ccccc1CC(=O)NNC(=O)c1ccco1	4.3%	-3.6%	-10.9%	-4.5%	0.2%	7.7%	4.1%	-1.4	55	·	·
Continuation.
SMILES	Rac1 GTP hydrolysis	LYP phosphatase	GPR55 antagonists	PhoP inhibition	HIV fusion peptide	GPR35 antagonists	SIAH1 antagonists	NTR1 ag	NTR1 ag cell count 20 µM	Myeloid diff 2	Myeloid diff 2 GFP+ MAC1+ %
CCOC(=O)C(=CNc1ccc(N2CCOCC2)cc1)C(=O)OCC	11.0%	0.6%	0.5%	5.7%	-0.6%	-7.3%	0.5%	1.1	59	i	0.1
CC12CCC(=O)N1C(C(=O)Nc1nc(-c3cc(F)ccc3F)cs1)CS2 (configuration not stated)	12.7%	·	·	-0.3%	·	·	·	2.1	52	i	0.7
CC1CCCCC1NC(=O)CSc1ccsc1[N+](=O)[O-] (configuration not stated)	5.7%	-3.3%	14.1%	-0.1%	-0.8%	4.7%	-10.6%	·	·	i	0.6
O=C(NCc1ccco1)C(=O)NCC1OCCCN1S(=O)(=O)c1ccc(Cl)cc1 (configuration not stated)	1.9%	-2.8%	-8.1%	-10.0%	-0.1%	-6.3%	0.0%	-1.0	76	i	0.1
COC(=O)c1ccccc1NC(=O)Cn1cc(Br)cn1	21.8%	-1.1%	3.9%	-7.4%	4.5%	-2.2%	-1.8%	1.5	62	i	0.9
Cc1ccc2[nH]c3c(NCc4ccco4)ncnc3c2c1	21.5%	-8.9%	22.6%	40.3%	-1.7%	12.0%	0.7%	-0.2	85	i	3.1
CCc1ccccc1Nc1nc(N)nc(COC(=O)c2cccn2C)n1	5.2%	-2.7%	4.4%	14.8%	2.7%	5.3%	5.2%	-0.7	80	i	1.6
COC(=O)CSc1nnnn1-c1cccc2ccccc12	-2.2%	-5.7%	9.2%	3.2%	-1.5%	5.4%	-3.2%	-0.2	63	i	1.2
CCOC(=O)Cc1cc(C)[nH]c1C(=O)OCC	0.1%	-6.5%	8.5%	-1.3%	1.0%	-0.6%	12.5%	-0.8	62	i	0.7
O=C(COC(=O)CC1c2ccccc2CCN1S(=O)(=O)c1ccc(F)cc1)Nc1ccccc1 (configuration not stated)	-8.0%	2.5%	13.0%	-13.2%	-1.2%	-4.9%	2.1%	2.9	58	i	0.3
CC(=O)OC(C(=O)NC1CCCCC1)c1ccc(Cl)cc1 (configuration not stated)	4.5%	-5.0%	0.4%	-6.5%	0.4%	2.5%	-6.0%	2.0	92	i	0.5
C=CCNC(=S)/N=c1/ccccn1C	9.6%	-4.0%	10.4%	-13.0%	0.5%	-6.2%	8.7%	-1.7	57	i	0.4
N=C1S/C(=C\c2ccco2)C(=O)N1c1nccs1	?	7.5%	3.8%	-1.3%	51.1%*	15.1%	13.1%	7.6	38	i	0.1
O=C(CC1SC(=Nc2ccc3c(c2)OCCO3)NC1=O)Nc1ccc(F)cc1F (configuration not stated)	11.6%	-3.2%	0.1%	-5.1%	0.3%	9.6%	1.7%	1.6	67	i	0.6
CCCN(CCC)c1nc(N)nc(-c2cc(Cl)ccc2OC)n1	0.6%	4.3%	7.7%	-0.9%	-2.4%	-2.3%	2.5%	5.8	48	i	0.9
CCOCCCN(C)C1CCN(C(=O)c2oc3ccccc3c2NC(=O)Cc2ccc(F)cc2)CC1	0.7%	-7.5%	6.7%	-2.4%	1.3%	6.0%	3.7%	0.4	59	?	·
COC(=O)CCCC1=CC2=CC(=O)C(C)(OC(=O)c3cccs3)C(=O)C2=CN1C1CC1 (configuration not stated)	-0.7%	-10.8%	6.7%	1.1%	3.1%	-6.9%	10.3%	-1.1	87	i	1.3
Cc1ccc(-n2nnnc2SC(C)C(N)=O)c(C)c1 (configuration not stated)	8.6%	-0.3%	9.9%	13.7%	-2.3%	1.2%	2.4%	-0.4	89	i	0.7
CC(=O)NCCC(=O)Nc1nc2c(ccc3ccccc32)s1	4.8%	-6.6%	-1.2%	7.1%	0.3%	13.1%	6.5%	5.2	42	i	1.1
CC1CCC(NC(=O)c2cc(S(=O)(=O)N3CCCCC3)c[nH]2)CC1 (configuration not stated)	3.4%	-12.4%	6.1%	·	0.9%	-5.9%	-0.2%	3.1	47	i	2.9
CCOC(=O)C1(C(F)(F)F)N=C(c2cccnc2)OC(N2CCOCC2)=N1 (configuration not stated)	-0.4%	1.3%	-7.4%	15.9%	1.3%	8.8%	-0.8%	0.2	55	i	0.1
CC(C)CN1CCC(C(=O)N2CCN(c3ccccc3F)CC2)CC1	6.6%	-4.6%	-0.8%	-10.4%	4.7%	1.3%	1.8%	-1.9	55	i	0.0

Source: PubChem (several laboratories)
